# Nrf2 ARE act: activators of Nrf2 (ARE) signaling. AREc32 ARE-luciferase reporter (MCF7-derived line), luminescence, 24 h. Potency, µM (doses to about 46.1 µM), for inactives: top-dose activation, hits mostly activators. 410,000 compounds, 0.31% hits. AID 624171; note: potency is the fitted concentration of half-maximal effect; % of control where 0% means no effect; nearly all actives have a fitted effect of over 65% in size
#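 Reporter line AREc32 (ARE-Fluc), seeded overnight in OPTI-MEM with 5% FBS; compound pin-transferred, 24 hr at 37 deg C, 5% CO2; luminescent read-out.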
# CCT modulator: changes cytosolic chaperonin activity; AID 651819; activity change, % (no concentration beside the values), hits read low; 360,000 compounds, 0.3% hits; purified chaperonin ATPase assay, HTRF ADP detection, 30 min; in the data active = activity change below about -30%; note: % is set by controls: 0 for no effect and ±100 for the full control effect
#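 ATPase activity: ADP formed was measured by HTRF Transcreener (665/615 nm ratio) after 30 min at 37 deg C with 10 uM ATP. Compounds screened at one 76 uM concentration against 40 or 20 nM TRiC in Tris pH 7.4/KCl/MgCl2/DTT buffer.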
# HepG2 tox: HepG2 cytotoxicity, counter-screen for TGF-b inhibitors; HepG2 CAGA-GFP viability, ATP luminescence, 18 h; Potency, µM (series often up to 46.1 µM), for inactives: top-dose activity change, negative = cytotoxicity, actives largely listed as cytotoxic; 410,000 compounds, 0.76% hits; note: potency is the fitted concentration of half-maximal effect; some results filed as inactive show a strong effect at the top dose
#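 CellTiter-Glo luminescence gave cytotoxicity after 18 hours at 37 degrees C. The cells were HepG2 CAGA-GFP in 1% FBS DMEM, stimulated with 500 pg/mL TGF-beta after compound addition. %Activity was normalised to no-cell wells (complete cell-killing) and DMSO (no toxicity), and curves were fitted and classified.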
# TGFb inhibitor: blocks TGF-b signaling. HepG2 CAGA-GFP TGF-b/SMAD3 reporter, GFP fluorescence, 18 h; TGF-beta stimulated, 500 pg/mL final. Potency, µM (highest dose often 46.1 µM), for inactives: top-dose activity, negative = inhibition, most hits filed as inhibitors. 410,000 compounds, 1.2% hits. AID 588855; note: potency is the fitted concentration of half-maximal effect; % is set by controls: 0 for no effect and ±100 for the full control effect; nearly all actives have a fitted effect of over 65% in size
#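 Read-out: total well GFP (ex488/em500-530) summed from mean per-cell fluorescence. Cells: HEPG2 CAGA-GFP, 1% FBS DMEM, 18 h at 37 degrees C with 500 pg/mL final TGF-beta. Unstimulated wells served as the full-inhibition control; stimulated DMSO wells = 0%.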
# pAkt inh: blocks phosphorylation of Akt | 360,000 compounds, 0.32% hits | activity change, % for hits at 50 µM | Neuro2A IGF-stimulated pAkt S473 HTRF, 20 min; stronger effect = lower value; in the data active = activity change below about -80%; inconclusive = mostly about -51% to -80%; note: % is set by controls: 0 for no effect and ±100 for the full control effect
#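 Neuro2A cells in DMEM with 0.5% FBS, overnight at 37 deg C, given compound at single 50 µM final, then IGF (6 nM final) for 20 min at 37 deg C. Lysed; phospho-Akt Ser473 by HTRF after 24 h, 665/615 ratio.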
# MmCpn inh: inhibitors of Methanococcus maripaludis chaperonin (MmCpn); Potency, µM (titrated, usually from 76.9 µM), inactives show at the top dose activity, negative = inhibition, hits mostly inhibitors; purified Mm-Cpn ATPase, ADP Transcreener TR-FRET; AID 504842; 330,000 compounds, 0.031% hits; note: potency is the fitted concentration of half-maximal effect; % is set by controls: 0 for no effect and ±100 for the full control effect; nearly all actives have a fitted effect of over 80% in size
#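 Eu-cryptate anti-ADP/ADP-d2 competition gives a ratio inversely related to ADP. Enzyme at 25 nM was pre-exposed to compound for 10 min, then given 10 uM ATP for 30 min, 37°C throughout.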
# A549 viability: kills or reduces viability of A549 cells in Nrf2 counter-screen; Potency, µM (top dose mostly 46 µM), for inactives: at the highest dose activity change, negative = cytotoxicity, usual class: inhibitors; A549 ARE-Fluc cells, CellTiter-Fluor viability, 18-24 h; 390,000 compounds, 0.16% hits; note: potency is the fitted concentration of half-maximal effect; % is set by controls: 0 for no effect and ±100 for the full control effect
#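 A549 ARE-Fluc cells in 5% FBS OPTI-MEM, 5000 cells/well, rested 2 h then exposed to compounds in concentration-response for 18-24 h at 37 °C. Viability by CellTiter-Fluor fluorescence (Ex 405/Em 525) after 30 min; luciferase luminescence (BugLite, 15 min, RT) read afterwards.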
# Nrf2 inh: blocks Nrf2 signaling. Potency, µM (titrated, usually from 46 µM), for inactives: at the highest dose activity change, negative = inhibition, usual class: inhibitors. 360,000 compounds, 2.1% hits. A549 ARE-Fluc reporter, luciferase luminescence, 18-24 h. AID 504444; note: potency is the fitted concentration of half-maximal effect; % is set by controls: 0 for no effect and ±100 for the full control effect; nearly all actives have a fitted effect of over 60% in size
#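 In this cell-based qHTS, ARE-driven firefly luciferase in A549 cells reports Nrf2 activity; the luminescent signal after BugLite lysis is the measured value, with a prior CellTiter-Fluor read for cell health.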
# ATXN viability: viability counter-screen for ATXN expression inhibitors; S2 cells (HEK-293 line with an ATXN2-luciferase reporter) viability, CellTiter-Fluor protease fluorescence, 24 h; Potency, µM (titrated, usually from 56.7 µM), usual class: cytotoxic; 400,000 compounds, 0.49% hits; AID 651635; note: potency is the fitted concentration of half-maximal effect; nearly all actives have a fitted effect of over 40% in size
# Starred values were filed as active, the others as inactive; i = inactive; ? = inconclusive; · = no result given; & = joins results of further samples; ! = repeats disagree; [ ] = remark or other dose. Unless noted, calls come from the whole dose curve; as a rule, active = well fitted curve in the direction sought with a large enough effect; inconclusive = small, poorly fitted or top-dose-only effect, or another doubt; inactive = no such curve, though single readings can be large; an effect the other way counts as inactive or inconclusive.
# Second line of a record – HepG2 tox	CCT modulator	Nrf2 ARE act	MmCpn inh	A549 viability	TGFb inhibitor	Nrf2 inh	pAkt inh	ATXN viability
> Cc1cc(OCC(=O)NCC2(N3CCN(C)CC3)CCCCC2)cc(C)c1Cl
    -87%	·	9.5%	·	-23%	·	26%	·	·
> Cc1ccc(N2CCN(C(=O)c3c(C)oc4ncnc(N5CCOCC5)c34)CC2)c(C)c1
    3%	·	0.6%	·	4%	-8%	?	·	·
> CSC1=NCCN1S(=O)(=O)c1ccc(Cl)cc1
    1%	0.4	0.4%	2%	-9%	3%	-14%	i	i
> Cc1cc(C(=O)Cn2cc([N+](=O)[O-])ccc2=O)c(C)n1CC1CCCO1 (centres undefined)
    8%	-0.3	0.1%	-3%	-9%	9%	10%	i	?
> CC1CCCC(C)N1C(=O)c1ccc2c(c1)S(=O)(=O)c1ccccc1C2=O (centres undefined)
    -3%	1.4	-0.2%	-8%	4%	-6%	-17%	i	i
> COCCCNCC(O)COc1cccc2[nH]c(C)cc12 (centres undefined)
    -2%	1.2	-0.6%[9.22 µM]	-2%	-10%	18%	-8%	i	i
> Cc1ccc(S(=O)(=O)N2CCC(C(=O)NCCCN3CCOCC3)CC2)cc1C
    -14%	0.8	-0.1%	1%	0%	-1%	-10%	i	i
> Cc1cccc(N2CCN(Cc3ccc([N+](=O)[O-])o3)CC2)c1C
    -4%	2.3	0.5%[9.22 µM]	-1%	1%	-8%	-11%	i	i
> CCN(CC)C(=O)Cn1cc(S(=O)(=O)CC(=O)Nc2ccc(F)cc2F)c2ccccc21
    -10%	-1.8	-0.5%	-1%	0%	-4%	-8%	i	i
> CCCCS(=O)(=O)/C=C\C=C/S(=O)(=O)CCCC
    -79%	-1.7	-3.3%	0%	?	?	·	i	8.9µM*
> Cc1cc(C(=O)COc2ccccc2C(N)=O)c(C)n1C
    -9%	-1.3	2.0%	-1%	-15%	-2%	?	i	i
> O=C1NC[C@H](Cc2ccccc2)N(CC2CCN(CCC34CC5CC(CC(C5)C3)C4)CC2)C1=O
    -32%	-1.0	5.8%	·	3%	-24%	7%	i	i
> CS(=O)(=O)Nc1ccccc1C(=O)NC1CC2CCC1C2 (centres undefined)
    -5%	-3.0	0.1%	1%	14%	0%	11%	i	i
> COc1ccc(N2CCN(S(=O)(=O)CC34CCC(CC3=O)C4(C)C)CC2)cc1 (centres undefined)
    -12%	-1.4	0.3%	-5%	-2%	-5%	?	i	i
> COc1cccc(NC(=O)Cn2c(=O)n(CCCCC(=O)NCCc3ccccc3)c(=O)c3ccccc32)c1
    1%	·	0.0%	·	-2%	-36%	-8%	·	i
> O=C(Nc1nnc(Cc2ccc(Cl)cc2)s1)C1CCN(C(=O)c2ccco2)CC1
    -8%	·	·	·	-6%	?	16µM*	·	·
> Cc1c(C)n(Cc2ccccc2)c2ccc(C(=O)N3CCN(c4ccccc4)CC3)cc12
    -40%	·	0.3%	·	-5%	0%	?	·	·
> CCOC(=O)c1c(C=O)c(C)n(Cc2ccc(C)cc2)c1C
    -27%	-1.8	0.3%	0%	-3%	-9%	9%	i	?
> COc1ccc(S(=O)(=O)Nc2c(NC3CCCCC3)c3ccccc3oc2=O)cc1
    -4%	-3.1	3.6%	-6%	-2%	-1%	5%	i	i
> COc1ccc(NC(=O)CSc2nncs2)cc1S(=O)(=O)N1CCCCC1
    -11%	0.4	0.1%	3%	-5%	10%	-8%	i	i
> O=S(=O)(Nc1cccc(-c2ccc(N3CCOCC3)nn2)c1)c1ccc(F)c(C(F)(F)F)c1
    -41%	·	5.5%	·	11%	-8%	·	·	?
> O=S(=O)(c1ccc(S(=O)(=O)N2CCOCC2)cc1)N1CCCC1
    -2%	-2.9	-0.5%	2%	3%	4%	-11%	i	i
> CC(OC(=O)CCCN=C1NS(=O)(=O)c2ccccc21)C(=O)N(C)c1ccccc1 (centres undefined)
    -21%	-4.1	-0.4%	-3%	10%	27%	7%	i	i
> O=S(=O)(Nc1ncccc1O)c1ccc(Cl)cc1
    11%	0.7	-0.4%	1%	-4%	?	·	i	i
> COC(=O)c1ccc(COC(=O)[C@@H]2CC(O)CN2S(=O)(=O)c2ccccc2[N+](=O)[O-])cc1 (some centres undefined)
    0%	-0.5	3.3%	2%	-1%	6%	-13%	i	i
> CC(C)OC(=O)Cn1c(-c2ccccc2)c(-c2ccccc2)nnc1=O
    -19%	-0.3	-0.9%	-6%	1%	-1%	-9%	i	i
> Cc1ccc(-c2nnn(CC(=O)N(CCO)C(C(=O)NC3CCCC3)c3ccc(F)cc3)n2)o1 (centres undefined)
    -63%	1.6	0.0%	-4%	0%	0%	10%	i	i
> COC(=O)c1ccc(NC(=S)N2CCN(Cc3cccc(C)c3)CC2)cc1
    -1%	-2.1	-0.7%	0%	0%	-3%	-14%	i	i
> O=C(COC(=O)C1CCC1)NC(=O)c1ccccc1
    9%	1.4	0.3%	2%	0%	-3%	-2%	i	?
> Cc1ccccc1OCCSc1nc2ccccc2n1CCC(=O)O
    -14%	-2.7	-1.0%	0%	-12%	-23%	-9%	i	i
> CC(NC(=O)CSc1ncccn1)c1ccc(Cl)cc1Cl (centres undefined)
    -16%	0.1	0.0%	0%	6%	-9%	-24%	i	i
> Nc1nc2ccccc2n1CCOc1ccc(F)cc1
    -28%	-2.8	3.3%	2%	0%	-26%	0%	i	?
> O=S(=O)(Nc1nccs1)c1cc(Cl)ccc1Cl
    -2%	-1.5	0.3%	1%	-1%	?	4%	i	i
> c1ccc2c(c1)COc1c3cc4c(cc3nn1-2)OCO4
    -8%	-0.6	7.6%	·	·	0%	·	i	i
> CC(=O)Nc1cc(NC(C)=O)cc(-c2nc3ccccc3[nH]2)c1
    13µM*!	-1.1	3.8%&-4.7%	0%	-4%&-5%	7.1µM*!	7%&-12%	i	32µM*!
> O=C(NNC(=O)C1CCN(Cc2ccccc2)CC1)c1cccc(Cl)c1
    -11%	-3.1	4.4%	-1%	5%	0%	·	i	i
> O=C(N/N=C/c1cc2cc3c(cc2nc1Cl)OCCO3)c1ccccc1O
    13%	-0.9	0.0%	3%	7%	-11%	20%	i	i
> CC(=O)C1=C(C)NC(SCC(=O)c2cc(Cl)ccc2Cl)=C(C#N)C1c1ccco1 (centres undefined)
    -7%	-4.1	23%	-7%	?	?	7.3µM*	·	i
> CN(C)S(=O)(=O)c1cccc(C(=O)Nc2ccccc2N2CCCCC2)c1
    -1%	0.0	0.1%	2%	2%	-24%	?	i	i
> Cc1c(Cl)c([N+](=O)[O-])nn1CCCC(=O)NC(C)c1ccccc1 (centres undefined)
    0%	-1.9	-0.1%	2%	-10%	9%	?	i	i
> CCOC(=O)CSc1ncc(OC)c(Sc2ccc(OC)cc2)n1
    0%	1.1	0.2%	3%	-1%	-4%	1%	i	i
> Nn1cnnc1SCC(=O)Nc1ccc2c(c1)OCO2
    1%	-2.4	0.5%	1%	3%	2%	27%	i	i
> COC(=O)[C@@H]1C[C@H]2CC[C@H](O)C[C@H]2N1Cc1ccc(C)s1
    -28%	0.6	-0.1%	2%	-3%	-10%	23%	i	i
> CCOC(=O)c1c(N)sc2c(NC(C)=O)cccc12
    -1%	-2.6	0.0%	1%	-13%	-16%	9%	i	i
> Cc1cc(=O)[nH]c(N/N=C/c2ccc(OC(=O)c3cccnc3)cc2)n1
    -25%	-23	-0.1%	2%	0%	3%	-3%	i	i
> Cc1ccccc1OCC(=O)NC(=S)Nc1cccc2cc(O)ccc12
    -88%	-1.0	-0.6%	-1%	2%	?	-12%	i	i
> CC(=O)N1CC(C)c2scc(C)[n+]2-c2ccccc21 (centres undefined)
    2%	-2.4	0.2%	-9%	0%	8%	2%	i	i
> CC(=O)Nc1cccc(/C(C)=N/NC(=O)c2cccc(S(=O)(=O)N3CCCC3)c2)c1
    -31%	-0.2	0.0%	·	·	-8%	·	i	i
> Cc1occc1C(=O)N1CCN(S(C)(=O)=O)CC1
    0%	-0.6	0.4%	0%	1%	10%	18%	i	i
> COc1ccc(-n2c(C)nc(N)c2C(=O)c2ccccc2)cc1
    28%	-0.5	2.7%	2%	1%	11%	-13%	i	i
> Cn1c(=O)[nH]c(=O)c2c1nc(N)n2Cc1ccccc1
    -6%	1.2	4.8%	0%	2%	6%	4%	i	i
> O=C1c2cccc(NCCNCCO)c2C(=O)c2cccc(NCCNCCO)c21
    -12%	-1.2	-0.1%	·	18µM*	?	10µM*	i	18µM*
> CCn1nc(C)c(/C=N\NC(=O)c2ccc3c(c2)OCO3)c1C
    -31%	0.4	2.6%	4%	-4%	-3%	14%	i	i

# Gathered by group, the compounds so far containing a thiophene ring, fused or not.
# Second line of a record – HepG2 tox	CCT modulator	Nrf2 ARE act	MmCpn inh	A549 viability	TGFb inhibitor	Nrf2 inh	pAkt inh	ATXN viability
> COC(=O)[C@@H]1C[C@H]2CC[C@H](O)C[C@H]2N1Cc1ccc(C)s1
    -28%	0.6	-0.1%	2%	-3%	-10%	23%	i	i
> CCOC(=O)c1c(N)sc2c(NC(C)=O)cccc12
    -1%	-2.6	0.0%	1%	-13%	-16%	9%	i	i

# Screens: PubChem BioAssay, National Center for Advancing Translational Sciences (NCATS)
